Pf Dd2 inh = inhibitors of Plasmodium falciparum Dd2 growth; Potency, µM (top dose mostly 28.9 µM), for the others: at the highest dose activity, negative = inhibition, actives largely listed as inhibitors; P. falciparum Dd2 growth, SYBR Green, 72 h; AID 1347417; actives 4.3% (n = 120,000); active means well fitted inhibition curve with a large enough effect; inconclusive means small, poorly fitted or top-dose-only effect; inactive means no such curve, though single readings can be large or run the other way;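 further: plate controls were DMSO vehicle for no effect and reference drug for full effect; nearly all actives have a fitted effect of over 65% in size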
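Readout: SYBR Green fluorescence, 485 nm excitation, 535 nm emission, after ~16 h lysis at 37C. Before that, Dd2-infected red cells (2.5% hematocrit) grew 72 h with compound, 29 uM top final concentration.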
* hit, by the source's call; i = inactive; ? = inconclusive; [ ] = remark or other dose. Potency means the concentration at half of the fitted maximal effect. This is a subset; count on the stated rates, not on these rows.

Start of the listing, in advance, 14 compounds:
SMILES	Pf Dd2 inh
CCN1CCN(C(=O)c2ccc3c(c2)N(Cc2ccc(Cl)cc2)C(=O)c2ccccc2S3=O)CC1 (stereo unspecified)	0.5µM*
CCN(CC)C(=O)C1=C(C)Nc2nc3ccccc3n2C1c1ccccc1F (stereo unspecified)	?
COCCN(CC1CCN(Cc2ccccc2F)CC1)C(=O)c1ccc(OC)cc1OC	?
c1ccc(-c2nc(C3CCNC3)no2)cc1 (stereo unspecified)	37%[activator][5.79 µM]
O=C1CCCCC(Cc2cccnc2)(C(=O)NCCc2c[nH]c3ccccc23)N1 (stereo unspecified)	?
COc1ccc(Cn2c3c(c(=O)n2Cc2ccccc2)CCN(C(=O)c2nc4ccccc4[nH]2)C3)cc1	-25%
COCC1CN(C(C)=O)CC12CCN(Cc1ccc(Br)o1)CC2 (stereo unspecified)	?
O=C(c1ccccc1F)N1CCn2ncc(C(=O)N3CCOCC3)c2C1	9%
COCCn1ncc(N2CCCC(CC(=O)N(C)Cc3ccccc3)C2)cc1=O (stereo unspecified)	-20%
Cc1ccccc1N1CCN(S(=O)(=O)c2nnc(NC(=O)c3ccccc3)s2)CC1	-1%
Cc1noc(C)c1C(C(=O)O)N(C)Cc1nc(-c2ccccn2)no1 (stereo unspecified)	17%
COc1ccc(CN2Cc3cc(NC(=O)c4ccccc4F)ccc3OC(C)C2=O)c(OC)c1 (stereo unspecified)	3.2µM*
O=C(Nc1ccc(S(=O)(=O)Nc2ncccn2)cc1)c1cc(=O)c2ccccc2o1	41%[activator]
O=C1CC2CCCC(C1)N2C(=O)c1ccc2c(c1)OCO2	-4%[44.1 µM]

All compounds of this part, previewed entries included:
SMILES	Pf Dd2 inh
CCN1CCN(C(=O)c2ccc3c(c2)N(Cc2ccc(Cl)cc2)C(=O)c2ccccc2S3=O)CC1 (stereo unspecified)	0.5µM*
CCN(CC)C(=O)C1=C(C)Nc2nc3ccccc3n2C1c1ccccc1F (stereo unspecified)	?
COCCN(CC1CCN(Cc2ccccc2F)CC1)C(=O)c1ccc(OC)cc1OC	?
c1ccc(-c2nc(C3CCNC3)no2)cc1 (stereo unspecified)	37%[activator][5.79 µM]
O=C1CCCCC(Cc2cccnc2)(C(=O)NCCc2c[nH]c3ccccc23)N1 (stereo unspecified)	?
COc1ccc(Cn2c3c(c(=O)n2Cc2ccccc2)CCN(C(=O)c2nc4ccccc4[nH]2)C3)cc1	-25%
COCC1CN(C(C)=O)CC12CCN(Cc1ccc(Br)o1)CC2 (stereo unspecified)	?
O=C(c1ccccc1F)N1CCn2ncc(C(=O)N3CCOCC3)c2C1	9%
COCCn1ncc(N2CCCC(CC(=O)N(C)Cc3ccccc3)C2)cc1=O (stereo unspecified)	-20%
Cc1ccccc1N1CCN(S(=O)(=O)c2nnc(NC(=O)c3ccccc3)s2)CC1	-1%
Cc1noc(C)c1C(C(=O)O)N(C)Cc1nc(-c2ccccn2)no1 (stereo unspecified)	17%
COc1ccc(CN2Cc3cc(NC(=O)c4ccccc4F)ccc3OC(C)C2=O)c(OC)c1 (stereo unspecified)	3.2µM*
O=C(Nc1ccc(S(=O)(=O)Nc2ncccn2)cc1)c1cc(=O)c2ccccc2o1	41%[activator]
O=C1CC2CCCC(C1)N2C(=O)c1ccc2c(c1)OCO2	-4%[44.1 µM]
CCN(CC)c1ccc(NC(=O)CN2CCN(CC(=O)Nc3ccccc3OC)CC2)cc1	i
COc1ccc(S(=O)(=O)N2CCC(C(=O)Nc3ccc(Oc4ccccc4)cc3)CC2)cc1	-5%
COC1CCOC2(CCN(C(=O)c3cc(-c4ccccc4)n[nH]3)CC2)C1 (stereo unspecified)	?
CCc1nnc2c(Nc3ccc(N(CC)CC)cc3C)nc3ccccc3n12	-6%
CCCSCCCNC(=O)C1CCN(C(=O)c2cnn(-c3ccccc3)c2-n2cccc2)CC1	-17%
CC(C)N(Cc1ccccc1)C(=O)C1CCCN(c2ncnc3onc(-c4ccc(F)cc4)c23)C1 (stereo unspecified)	8.9µM*
CC(c1nn[nH]n1)n1ccnc1-c1cn(C2CCNCC2)nn1 (stereo unspecified)	18%
COc1ccc2c(c1)CC(C(=O)Nc1ccc(OC)cc1OC)CO2 (stereo unspecified)	?
NC(=O)CN1C(=O)CO[C@H]2CN(CC3CCCCC3)C[C@H]21	-16%[44.1 µM]
CNC(=O)[C@@H]1C[C@@H](Nc2ncnc(Oc3cccnc3C)c2C)CN1C	4%
c1cncc(Nc2cc3c(cn2)CN(Cc2ccsc2)CCN3)c1	8.9µM*
Cc1ccc(-c2cc(N3CCCN(C(=O)C(C)Oc4ccccc4)CC3)n[nH]2)cc1C (stereo unspecified)	i
CCNC(=O)[C@@H]1C[C@H](NC(=O)CCc2ccccc2)CN1Cc1cnc[nH]1	-7%
CCc1cccc(NC(=O)Cn2c(C)cc3nc4n(c(=O)c32)CCCCC4)c1	i
CCN1CCCC2(CCN(C(=O)Cn3ccccc3=O)C2)C1=O (stereo unspecified)	-9%
CCc1ccccc1NC(=O)Cn1nc(CC)n2c(cc3sccc32)c1=O	-13%
O=C(Cc1noc2ccccc12)N1CCCn2nc(CO)cc2C1	-3%
COC[C@H]1C[C@@H](NCc2ccc(F)cc2)[C@H](O)[C@@H]1O	i
Cc1sc2ccn(CC(C)C)c(=O)c2c1C(=O)NCc1cc(F)cc(F)c1	i
COC1CCC12CCN(Cc1ccc(C)o1)CC2 (stereo unspecified)	i
Cc1cc(C)cc(Nc2cc(C)nc3nncn23)c1	i
COc1cccc(-c2nc(SCC(=O)NC3CCCC3)c(-c3ccc(F)cc3)[nH]2)c1	?
CC(=O)N1C[C@@H]2CCCN3CCC[C@@H]([C@H]23)[C@H]1CCCC(=O)N1CCN(C)CC1	-25%
CCc1ccccc1NC(=O)C(CC)Oc1ccccc1-c1nnc(-c2ccccc2)o1 (stereo unspecified)	?
CCOC(=O)C1=C(CN(CC)Cc2ccccc2)NC(=O)NC1c1ccc(Cl)cc1 (stereo unspecified)	i
COCC(=O)N1CCC2(CC1)Nc1ccccc1NC2=O	-4%
CC(=O)N1CC2(Cc3ccccc31)CN([S+](=O)([O-])c1cccs1)C2	-17%
CN1CCN(c2nc3c(c(=O)[nH]2)CCN(Cc2ccc4[nH]ccc4c2)CC3)CC1	i[5.79 µM]
CCc1ccc(NC(=O)CCS(=O)(=O)c2cc3c(cc2Cl)NC(=O)CO3)cc1	i
CCn1cc(CN2CCC3(CCC3NC(=O)COC)CC2)cn1 (stereo unspecified)	-7%
CC(C)Oc1ccc(C(=O)Nc2ccc(-c3nc4ccccc4s3)cc2)cc1	?
O=C(NC1CC1)C1CN(c2cccc(Cl)c2)C(=O)N1 (stereo unspecified)	22%[44.1 µM]
COCCn1ncc(N2CCC(NC(=O)C(C)c3ccccc3)CC2)cc1=O (stereo unspecified)	16%
Cc1ccc(SCc2ccc(-c3nc(C4CCOC4)no3)o2)cc1 (stereo unspecified)	-26%
O=C1CC(c2ccccc2)N(C(=O)C2CCCC2)CCCCCCN1 (stereo unspecified)	-8%
CC(=O)Nc1cccc(NC(=O)CN2C(=O)CCSc3ccccc32)c1	7%
COc1ccc(O)c(CN2CCCC(Nc3ccc(F)cc3)C2)c1 (stereo unspecified)	2.8µM*
Cc1nn(C)c2ncnc(NCc3nn[nH]n3)c12	-1%
Cc1ccccc1CN1CCc2nc(Nc3ccc4c(c3)OCCO4)ncc2C1	-5%
Cc1ccccc1CN1Cc2nc(-c3cncnc3)ccc2OCC1=O	-6%[44.1 µM]
Cc1ccc(CNC[C@H]2Cn3ccnc3CO2)cc1	i
Cc1ccc(OCC(=O)c2ccc3c(c2)N(CCCC(=O)NCC2CC2)C(=O)CO3)cc1C	-14%
C=CCOC(=O)C1=CN(Cc2ccccc2)S(=O)(=O)N=C1C	i
COCCn1cc(CN2CCN(Cc3cccc(F)c3)CC2)ccc1=O	i
O=C(Nc1ccccc1F)c1nc(S(=O)(=O)Cc2ccccc2F)ncc1Cl	-14%
Cc1ccc(-n2nc3c(N4CCC(C(=O)NC(C)C)CC4)nnc(C)c3c2C)cc1	55%[activator][5.79 µM]
(further entries)
SMILES	Pf Dd2 inh
Cc1ccc2c(c1)cc1c(=O)n(CC(=O)NC3CCCCC3)nc(C)n12	13%
COc1ccc(NC(=O)Cn2nc3n(c2=O)CCCC3)c(OC)c1	-6%
CC(C)NC(=O)N[C@H]1CCN2C(=O)c3cc(Br)ccc3NC(=O)[C@@H]2C1	7%[44.1 µM]
Cc1ccccc1Cn1c(SCc2ccc(C(=O)NCCc3ccccc3)cc2)nc2ccncc21	7.1µM*
CC(C)c1ccc(NC(=O)CSc2nc3ccccc3nc2Cc2ccccc2)cc1	?
CN1CC(=O)N(C2CCCC2)Cc2c(NCC3CC3)ncnc21	8%
CCN1CCN(Cc2c(O)ccc3c(=O)c(Oc4ccccc4C(C)C)c(C(F)(F)F)oc23)CC1	0.063µM*
O=C1NC2(CCCN([S+](=O)([O-])c3cccs3)C2)Oc2ccccc21 (stereo unspecified)	?
COCCN1CCOc2nc(-c3ccc(Oc4ccccc4)cc3)ncc2C1=O	?
COCCNC(=O)CC[C@]12CC[C@](C)(O)C[C@H]1C(C)(C)C[C@@H]2NC(=O)Cc1cccs1	-6%
Cn1nnnc1SCCCNCc1cccc(OCc2ccccc2)c1	?
O=C(NCCc1ccc(Cl)cc1)C1CCCN1c1nc2ncccc2o1 (stereo unspecified)	i
CC(C)(O)CCc1cccc(C(=O)N(Cc2ccc3c(c2)OCO3)C2CC2)c1	9%
O=C1Nc2ccccc2CC12CN(Cc1ccncc1)C2	14%[44.1 µM]
COc1cc2c(cc1OC)C(COc1ccc(F)cc1)N(C(=O)c1ccccc1F)CC2 (stereo unspecified)	-29%
Cc1ccc(C)c(N2CCN(CCCNC(=O)c3cnn(-c4cccc(Cl)c4)c3C3CCN(C(=O)OC(C)(C)C)CC3)CC2)c1	1.4µM*
O=C(Cn1c(=O)n(Cc2ccco2)c(=O)c2oc3ccccc3c21)Nc1ccc(F)cc1F	?
COc1ccc(-c2ccnc3nc(Cc4ccc(F)cc4)nn23)c(F)c1	i
CC(C(=O)NCc1ccc(OC(F)(F)F)cc1)C1CCOCC1 (stereo unspecified)	3%
CN1CCCCCCN(C(=O)Cc2c[nH]c3ccccc23)[C@H]2CCC[C@H]2C1=O	?
COc1ccc(C(=O)N2CCOCC3(CN(Cc4cc(F)cc(F)c4)C3)C2)cc1	17%[44.1 µM]
COc1cccc(CNC(=O)[C@@H]2C[C@@H](O)CN2C2CCN(C(=O)c3cccc(C)c3)CC2)c1	?
Cn1cc(-c2cnc3[nH]cc(CC(=O)Nc4cccc(F)c4)c3c2)cn1	6.3µM*
O[C@H]1CC[C@@H](Cc2cc(-c3ccc(F)cc3)on2)O[C@@H]1CNCc1ccncc1	10µM*
CC(C)c1ccc(CN(C(=O)c2cc3ccccc3oc2=O)C2CCS(=O)(=O)C2)cc1 (stereo unspecified)	7%
COc1ccc2nc(N(Cc3cccnc3)C(=O)C3CCCCC3)sc2c1	2.5µM*
CCC(Sc1nnc2c3ccccc3n(CC)c2n1)C(=O)Nc1ccc(NC(C)=O)cc1 (stereo unspecified)	?
COc1cccc(-c2nc(SC(C(C)=O)C(=O)N(C)C)c3c(=O)n(C)c(=O)n(C)c3n2)c1 (stereo unspecified)	?
Cc1ccc(C(=O)c2c(N)c(-c3nc(-c4ccc5c(c4)OCO5)cs3)c3ccccn23)cc1C	?
O=C(CCC[C@@H]1[C@H]2CCCN3CCC[C@@H](CN1C(=O)Nc1ccccc1)[C@@H]23)Nc1ccccc1	-19%
Cc1cc(C)cc(NC(=O)CCc2nnc3n(C)c(=O)c4sccc4n23)c1	-2%
COc1cccc(C(=O)N2CCC(N3C[C@H](O)C[C@H]3C(=O)N3CC=C(c4ccccc4)CC3)CC2)c1	0.89µM*
COc1ccc(C(=O)Nc2nnc(SCc3cc(=O)c4cccc(F)c4[nH]3)s2)cc1	5%
CN(C)c1nccnc1OC1CCN(C(=O)c2ccncc2)C1 (stereo unspecified)	i
CCOC(=O)C1CCN(C(=O)C2COC3(CCC(C)CC3)N2C(=O)c2cccc(C)c2)CC1 (stereo unspecified)	-23%
Cc1ccsc1C(=O)Nc1cccc(-c2nnc3n2CCCC3)c1	?
CCc1cccc(C)c1Nc1c(-c2ccc(F)cc2)nc2sccn12	-27%
CCOc1ccc(C(=O)Nc2ccc(S(=O)(=O)N(Cc3ccccc3)c3ccccc3)cc2)cc1	10µM*
O=C1NC(C(=O)NCc2cccc(C(F)(F)F)c2)Cn2cccc21 (stereo unspecified)	i
COc1cccn(CC(=O)N2CCN(c3ccccc3C#N)CC2)c1=O	-6%
Cc1cccc(-c2cccc(CCOc3cnc4c(ccn4CC(=O)O)c3)c2)c1	i
COc1ccc(-c2cc3c(=O)n(CCNC(=O)c4ccc(C#N)cc4)ccn3n2)cc1	i
Cc1ccc2oc(=O)c3cnn(CC(=O)N4CCN(c5cccc(Cl)c5)CC4)c3c2c1	-5%
c1cncc(-c2ccnc(NCCCN3CCCc4ccccc43)n2)c1	11µM*
CCC(C)NC(=O)c1ccc(CNS(=O)(=O)c2ccc3c(c2)C(C)(C)C(=O)N3C)cc1 (stereo unspecified)	4%
Cc1ccc(NC(=O)CC2CCCN(c3cn[nH]c(=O)c3)C2)cc1C (stereo unspecified)	i
O=C(C1CC1)N1CCC(O)(c2csc(CN3CCOCC3)n2)CC1	8%[44.1 µM]
Cc1ccc(Nc2nc(N)nc(N)c2S(=O)(=O)c2ccccc2)cc1	-5%
CS(=O)(=O)N1CCOc2ccc(CCC(=O)O)cc2C1	6%
CC1CCN(C(=O)c2cc3c(s2)CCN(C(=O)c2ccc(Cl)cc2)C3)CC1	?
Cc1cnc(-c2ccccc2)n1CC1CCN(S(=O)(=O)Cc2ccccc2F)CC1	?

Assay outcomes (PubChem BioAssay)
